hcDAF-12 act: activators of H. contortus DAF-12 nuclear receptor; 370,000 tested, 1.4% active; HEK293 hcDAF-12 lit1-tk-luc reporter, luminescence; 0% DMSO, 100% Δ7-dafachronic acid; activation, % at 6.8 µM;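 active means activation above the mean of all tested compounds plus 3 SD, cut at about 5.5% in these data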;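 further: 100% = response to 3 µM Δ7-dafachronic acid high control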
DAX1 inh-1: blocks DAX1 repression of SF-1 activated StAR promoter. HEK293T StAR-luciferase reporter, SF-1/DAX-1 repression relief. 370,000 tested, 1.1% active. inhibition, % at 6.8 µM. AID 652010;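 active means inhibition above the mean over all tested compounds plus 3 SD, cut at about 3.6% in these data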;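 further: 0% = DAX-1 cells with DMSO and 100% = cells lacking DAX-1 with DMSO; higher inhibition means more luminescence from relief of DAX-1 repression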
SMARCA2 act: SMARCA2 function activation, primary screen | MG213 cells, MMTV-luciferase reporter, dexamethasone, overnight | activation, % at 9.1 µM | 370,000 tested, 1% active; in the data active means activation above about 7.8%;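 further: 0% = vehicle wells and 100% = reference activator wells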
ssDAF-12 act: activators of S. stercoralis DAF-12 nuclear receptor; 370,000 tested, 1% active; HEK293 ssDAF-12/GRIP1 lit1-tk-luc reporter, luminescence; % of 3 µM dafachronic acid response; activation, % at 6.8 µM;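 active means activation above the mean over all tested compounds plus 3 SD, cut at about 0.9% in these data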;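 further: 0% = DMSO-only wells and 100% = 3 µM delta7-dafachronic acid wells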
NPR2 activator: GC-B (human) receptor activation. P20594. HEK293-GC-B cells, CNP EC30, cGMP TR-FRET; 0% at EC30 CNP, 100% saturating CNP. activation, % at 10 µM. 370,000 tested, 0.11% active. AID 1920062;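 active means activation at 10 µM reaching about 35% in either raw or pattern-adjusted values, limit read from the data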
NPR1 activator: GC-A (human) enzyme activation; activation, % at 10 µM; HEK293 GC-A cells, cGMP TR-FRET, EC30 ANP; 0% at EC30 ANP, 100% saturating ANP; AID 1671463; 370,000 tested, 0.14% active; P16066; in the data active means activation above about 40%
Target sequence (P16066 whole entry, looked up): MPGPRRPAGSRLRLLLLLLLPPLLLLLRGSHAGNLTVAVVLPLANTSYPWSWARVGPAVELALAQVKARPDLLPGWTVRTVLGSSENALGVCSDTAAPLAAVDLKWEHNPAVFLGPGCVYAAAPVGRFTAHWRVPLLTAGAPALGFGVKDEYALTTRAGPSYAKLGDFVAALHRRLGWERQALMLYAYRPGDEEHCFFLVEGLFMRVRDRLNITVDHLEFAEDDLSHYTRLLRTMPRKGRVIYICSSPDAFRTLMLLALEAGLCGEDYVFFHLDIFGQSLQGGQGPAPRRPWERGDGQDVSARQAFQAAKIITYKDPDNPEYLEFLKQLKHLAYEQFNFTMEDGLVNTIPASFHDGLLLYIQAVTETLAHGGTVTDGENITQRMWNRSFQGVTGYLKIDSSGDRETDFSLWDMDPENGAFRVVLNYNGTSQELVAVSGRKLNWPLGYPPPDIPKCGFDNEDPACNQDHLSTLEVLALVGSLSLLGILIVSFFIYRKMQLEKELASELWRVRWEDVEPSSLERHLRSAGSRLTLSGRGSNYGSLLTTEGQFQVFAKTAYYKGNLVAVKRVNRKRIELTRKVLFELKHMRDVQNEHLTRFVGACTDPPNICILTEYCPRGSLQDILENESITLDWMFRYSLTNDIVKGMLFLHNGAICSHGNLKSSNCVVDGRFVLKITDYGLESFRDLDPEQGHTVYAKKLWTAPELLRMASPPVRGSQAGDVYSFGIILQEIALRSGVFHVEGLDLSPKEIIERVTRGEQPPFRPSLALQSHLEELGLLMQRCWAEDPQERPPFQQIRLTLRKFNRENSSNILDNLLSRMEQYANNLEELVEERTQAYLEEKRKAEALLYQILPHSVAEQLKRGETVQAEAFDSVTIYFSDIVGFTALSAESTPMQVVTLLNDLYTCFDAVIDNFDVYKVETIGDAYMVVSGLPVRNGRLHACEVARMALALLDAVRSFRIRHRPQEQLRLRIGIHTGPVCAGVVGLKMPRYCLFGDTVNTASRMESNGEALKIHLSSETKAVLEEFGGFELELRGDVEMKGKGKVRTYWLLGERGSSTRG
GAA850 FXN act: increases GAA850 frataxin promoter reporter activity; 360,000 tested, 0.56% active; activation, % at 6 µM; HEK293 lucGAA850 FXN promoter luciferase reporter, 24 h; percent of 10 µM SAHA response; AID 540364;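 active means activation above the average of all compounds screened plus 3 SD, cutoff fixed separately per campaign, cut at about 7.5% in these data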;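 further: 0% = DMSO wells and 100% = 10 µM SAHA wells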
proKLK7 act: activators of human kallikrein-7 zymogen. P49862. purified proKLK7, EDANS-DABCYL substrate fluorescence; 100% is mature enzyme control, 0% vehicle. activation, % at 7 µM. 370,000 tested, 0.9% active;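 active means activation above the mean of all tested compounds plus 3 SD, computed per campaign excluding outliers beyond control limits, cut at about 13% in these data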
DAX1 inh-2: inhibits human nuclear receptor DAX1; HEK293 Gal4-DAX1 luciferase reporter, luminescence; inhibition, % at 6.75 µM; AID 504766; 340,000 tested, 0.99% active; P51843;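 active means inhibition above the mean over all tested compounds plus 3 SD, cut at about 4.2% in these data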;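 further: 0% = DAX1-transfected cells with DMSO and 100% = empty-vector control cells with DMSO; inhibition shows as a rise in luminescence from relieved DAX1 repression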
HGIII-sPLA2 inh: Blocks human group III sPLA2 activity; Q9NZ20; QFRET BODIPY PC-A2 liposome hydrolysis, fluorescence; inhibition, % at 12.2 µM; 370,000 tested, 0.56% active; AID 743126;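 active means inhibition above mean plus 3 SD of compounds lying within the high and low control bounds, cut at about 19% in these data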;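 further: 0% = median of test compound wells and 100% = no enzyme DMSO wells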
hgDAF-12 ag: activates the H. glycines DAF-12 receptor ligand-binding domain; HEK293 GAL4-hgDAF12 UAS-luciferase reporter, agonist luminescence; normalized to butyrate control; activation, % at 6.8 µM; 370,000 tested, 1.8% active; AID 687014;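 active means activation above a cutoff set at the mean of all screened compounds plus 3 SD, cut at about 10% in these data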;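 further: 0% = DMSO wells and 100% = sodium butyrate wells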
Starred values were filed as active, the others as inactive; · = not tested or not shown.

SMILES	hcDAF-12 act	DAX1 inh-1	SMARCA2 act	ssDAF-12 act	NPR2 activator	NPR1 activator	GAA850 FXN act	proKLK7 act	DAX1 inh-2	HGIII-sPLA2 inh	hgDAF-12 ag
Cc1ocnc1C(=O)Nc1ccc(Cl)cc1	2.0	2.8	9.3*	-0.5	0	3	3.8	0.4	0.6	3	6.5
CCN(CC)Cc1oc(-c2ccccc2)cc1C(=O)O	-0.5	0.0	-4	-0.9	0	-4	1.4	0.7	0.0	2	1.9
COc1cccc(CN(C)[C@H]2C[C@H]3c4[nH]c5ccccc5c4CCN3C[C@H]2[C@H](C)O)c1OC	-1.1	0.6	2	-0.7	5	-2	·	2.6	·	-35	0.5
COc1ccc(-n2c(=O)[nH]cc(C(=O)Nc3ccccc3)c2=O)cc1	-2.1	0.7	1	-1.2	-10	13	1.6	-0.1	0.1	-5	-0.1
Cn1c2ccccc2c2nnc(SCC(N)=O)nc21	1.2	0.1	1	0.9*	-7	6	4.5	0.3	-1.5	3	1.3
C[C@@H](NC(=O)[C@@H]1Cc2ccccc2CN1C(=O)OC(C)(C)C)C(=O)NC1CCCC1	0.5	1.4	-3	-0.7	-1	1	2.9	0.0	0.2	-4	1.0
Cc1cc(=O)[nH]c(SC/C=C/c2ccccc2)n1	-0.3	0.5	-1	-1.1	-5	-3	-0.2	-0.4	-0.4	4	3.6
Cc1cc(C)c(C=NNc2nc3c([nH]2)c(=O)n(C)c(=O)n3C)c(C)c1	1.1	1.2	-3	-0.5	-8	-6	0.6	-0.1	-0.7	6	0.4
Cc1cc(C)cc(C(=O)N2CCCCCC2)c1	-1.0	-0.6	3	-1.7	8	-4	2.0	-0.9	1.0	2	5.1
COc1ccc(NS(=O)(=O)c2cc(C(=O)O)ccc2C)cc1	0.3	0.4	0	-1.2	2	-2	3.9	-0.4	0.5	3	-0.1
COc1ccc(C(=O)c2oc3ccccc3c2NC(C)=O)cc1	-1.7	-0.7	2	-1.2	-3	22	2.1	0.5	-1.5	-6	-0.1
Cc1nnc(SCC(=O)c2c(N)n(Cc3ccccc3)c(=O)n(C)c2=O)n1C	-1.3	-0.3	-2	-0.6	1	0	-0.3	-0.1	-0.1	-2	0.3
C=CCCC1CN(Cc2ccco2)S(=O)(=O)c2c(F)cccc2O1 (stereo unspecified)	-0.9	0.9	5	-0.8	4	-2	1.6	0.1	2.3	-7	-0.3
O=C(C[C@@H]1C/C=C\C[C@@H](NC(=O)OCC2c3ccccc3-c3ccccc32)C(=O)OC[C@@H](Cc2ccccc2)NC1=O)NCCO	-1.4	-0.7	-1	-0.9	3	-1	-0.7	0.0	-0.2	-16	1.1
CS(=O)(=O)NN1C(=O)c2ccccc2NC1c1cccc(O)c1 (stereo unspecified)	0.3	0.3	-5	-1.4	2	0	-0.4	63*	0.7	4	-3.8
O=C1NCCC/C1=N/Nc1cc(F)ccc1F	-1.5	0.3	2	-0.9	-2	2	3.5	-0.1	0.2	4	5.0
O=C1c2ccccc2S(=O)(=O)N1CC1CC(c2ccccc2Cl)=NO1 (stereo unspecified)	8.7*	5.5*	1	0.6	1	-2	4.0	0.1	3.0	7	15*
O=C1CC(c2ccsc2)c2ccc3ccccc3c2N1 (stereo unspecified)	0.7	-0.5	1	-0.8	2	-4	0.1	-0.2	-0.4	-2	4.2
COc1n[nH]c(C(=O)Nc2nc3ccccc3s2)c1[N+](=O)[O-]	8.0*	1.5	2	0.2	-7	1	4.1	-0.5	3.0	-8	10
Cc1ccc(/C=C/C(=O)OCn2nnc3ccccc3c2=O)o1	-1.3	0.0	-2	-1.4	-1	-4	0.1	-0.3	1.0	11	0.4
CC(C)c1ccc(C2NC(=S)NC3=C2C(=O)CC(C)(C)C3)cc1 (stereo unspecified)	-3.3	-0.4	-3	-1.1	2	43*	-0.4	-0.1	-0.7	17	-0.4
NS(=O)(=O)c1ccc(CNC(=O)/C=C/c2cccc([N+](=O)[O-])c2)cc1	-1.6	0.1	-1	-1.1	0	0	0.2	0.3	-0.8	0	-3.2
COc1ccccc1C(=O)NNC(=O)CN1C(=O)c2ccccc2C1=O	-0.2	-0.8	-1	-0.3	3	3	2.6	-0.1	0.3	-3	0.0
S=C(Nc1ccc(Br)cc1Cl)Nn1cnnc1	0.4	-0.6	-1	-1.4	4	3	-0.6	-0.3	2.1	7	4.3
COc1ccc(Cn2cnc([N+](=O)[O-])c2)cc1[N+](=O)[O-]	-0.6	-0.2	-3	-0.4	0	5	2.5	-0.6	2.0	-1	1.7
Cc1cc(C)n(-c2nc3ccccc3nc2N2CCN(S(=O)(=O)c3ccc4ccccc4c3)CC2)n1	0.3	0.3	1	-0.6	1	-1	-2.7	0.3	0.3	8	4.9
CCOC(=O)CSc1cccc2cccnc12	-1.0	-1.4	9.4*	-1.3	16	8	0.8	-3.9	0.1	2	-4.0
Cc1ccc(-c2csc3ncnc(N4CCN(Cc5ccccc5)CC4)c23)cc1	-0.5	-0.2	1	-1.1	-6	-8	3.9	-0.3	0.7	4	0.8
COc1nccnc1NS(=O)(=O)c1ccc(NCc2cc(Br)ccc2O)cc1	0.8	1.6	5	0.4	2	-8	1.3	-0.3	0.6	-24	6.1
CCCOc1ccc(C(=O)c2ccccc2C(=O)O)cc1OCCC	-0.1	0.3	3	-0.4	1	4	1.0	0.3	0.4	-6	-0.4
C=CCOc1ccc(C=CC(=O)c2c(O)c(OC)c(OC)c(OC)c2OC)cc1	-1.9	-3.2	-3	-1.2	5	-5	3.2	1.2	-1.6	4	-4.5
O=S(=O)(Nc1ccc2ccccc2c1)N1CCCCC1	1.6	-1.1	-2	-1.0	-2	-7	1.0	-2.4	0.0	-20	5.3
Cc1ccc(NC(=O)c2nc[nH]c2C(=O)Nc2ccc(C)cc2)cc1	-1.3	-0.9	0	-1.6	-3	4	2.7	0.4	-0.2	4	0.9
COc1ccc(CN(C)CC(=O)Nc2ccccc2C(=O)NC2CC2)cc1OC	-1.8	1.2	1	-1.3	1	0	1.7	0.2	1.5	4	0.1
Cc1ccc(NC(=O)CN(C)C(=O)c2cccc(S(=O)(=O)NCc3ccco3)c2)cc1	0.0	0.6	1	-1.0	4	-1	0.4	-0.1	0.6	-6	3.0
CCCCC(CC)COC(=O)c1ccc(N(C)C)cc1 (stereo unspecified)	-2.6	0.8	0	-1.2	-7	-6	-0.5	0.2	0.5	-6	-2.0
Cc1cc(C)n(-c2ccc(S(=O)(=O)N3CCOCC3)cc2[N+](=O)[O-])n1	-0.6	0.3	0	-1.0	3	0	-0.4	0.2	0.7	4	-2.6
O=C(NC(=S)NC1CCN(Cc2ccccc2)CC1)c1ccc(F)cc1	-2.7	-0.5	-2	-1.4	-1	2	0.8	-0.5	-2.2	7	-2.3
O=C(Nc1ccccc1C(=O)N1CCN(c2cccc(Cl)c2)CC1)C1=CSCCO1	-2.5	0.6	-1	-1.5	-6	-7	1.6	-0.1	-2.0	0	0.5
CC(C)(C)[C@H]1C=C(C(=O)N2CCOCC2)O[C@@H](OCCCCO)C1	-1.5	-0.5	2	-1.7	2	2	1.7	-0.8	-0.7	1	1.2
O=C(Nc1ccccc1)c1ccc2nsnc2c1	1.4	0.4	-2	0.0	-3	-3	-1.2	0.5	0.6	2	5.1
CCOc1ccc(S(=O)(=O)Nc2nc3ccccc3nc2Cl)cc1	0.3	-0.1	-1	-1.5	3	6	0.2	0.9	2.6	-15	-1.1
COC(=O)CCC(=O)Nc1ccc(Br)cc1	1.2	-0.5	1	-0.7	0	2	-1.0	0.0	-0.6	1	-0.9
CCc1noc(C)c1C(=O)NNC(=O)c1ccccc1	-1.8	1.6	3	-0.1	4	2	1.1	-1.1	0.7	-2	-3.5
CC1(C(=O)NS(=O)(=O)Cc2ccccc2C(F)(F)F)CCN1C(=O)c1ccccc1 (stereo unspecified)	0.1	-0.2	-2	-0.8	-2	2	1.3	-0.1	·	-5	1.3

Compound profiles, from the list above:
`CCCCC(CC)COC(=O)c1ccc(N(C)C)cc1` (stereo unspecified) is listed with hcDAF-12 act = -2.6; DAX1 inh-1 = 0.8; SMARCA2 act = 0; ssDAF-12 act = -1.2; NPR2 activator = -7; NPR1 activator = -6; GAA850 FXN act = -0.5; proKLK7 act = 0.2; DAX1 inh-2 = 0.5; HGIII-sPLA2 inh = -6; hgDAF-12 ag = -2.0
`O=C(Nc1ccccc1)c1ccc2nsnc2c1` is listed with hcDAF-12 act = 1.4; DAX1 inh-1 = 0.4; SMARCA2 act = -2; ssDAF-12 act = 0.0; NPR2 activator = -3; NPR1 activator = -3; GAA850 FXN act = -1.2; proKLK7 act = 0.5; DAX1 inh-2 = 0.6; HGIII-sPLA2 inh = 2; hgDAF-12 ag = 5.1

Going on with the list.
SMILES	hcDAF-12 act	DAX1 inh-1	SMARCA2 act	ssDAF-12 act	NPR2 activator	NPR1 activator	GAA850 FXN act	proKLK7 act	DAX1 inh-2	HGIII-sPLA2 inh	hgDAF-12 ag
COc1ccc(NC(=O)c2cc(C)on2)cc1OC	-0.1	0.4	2	-1.0	1	2	-1.6	0.2	-0.9	6	1.0
CC(=O)Nc1ccc(C(=O)N2CCCC(c3cc(C(=O)Nc4ccccc4Cl)no3)C2)cc1 (stereo unspecified)	-0.7	-0.7	-1	-1.5	-2	1	1.4	0.1	·	8	0.1
O=C(CC1SC(=O)NC1=O)Oc1ccc(/C=N/NC(=O)c2ccccc2O)cc1 (stereo unspecified)	2.6	1.0	2	-0.9	-2	1	2.2	-0.6	2.7	0	2.3
Cc1ccccc1NC(=O)COC(=O)C1C2CC3OC(=O)C1C3C2 (stereo unspecified)	1.6	-0.5	-2	-0.7	2	-4	-2.5	0.0	1.2	3	-0.1
COC(=O)c1ccc(NC(=O)Cc2ccc(C)cc2)cc1	-0.2	-0.3	2	-1.3	0	-1	1.6	-1.1	-0.1	0	-1.7
CCS(=O)(=O)c1ccc(O)c(NC(=O)COc2ccc(Cl)cc2)c1	-1.5	-0.4	-1	-0.6	-2	2	-0.4	-0.1	1.2	-9	2.3
CC1Cc2nc(SCC(=O)NCc3ccccc3)n(Cc3ccccc3)c(=O)c2S1 (stereo unspecified)	1.5	-1.2	-2	-1.0	12	0	4.3	-0.3	-0.7	-8	-1.7
CCn1c(SCC(=O)NCc2ccco2)nc2ccccc2c1=O	-0.9	-0.5	0	-1.5	-3	-8	-1.6	-0.1	3.0	3	-0.9
COc1ccc(/C=C/C(=O)NCCCn2ccnc2)cc1	-0.1	-0.4	-1	-0.5	-6	-6	0.8	0.4	0.5	12	2.7
COc1cc(NC(=O)c2ccccc2Cl)ccc1NC(=O)c1ccco1	2.2	1.8	5	-0.8	-4	3	3.9	0.3	3.2	-1	5.6
COc1ccc(NC(=O)CN(C)C(C)C(=O)N2CCCCC2)cc1 (stereo unspecified)	0.6	0.6	-4	-1.1	-1	0	1.0	0.1	0.0	4	0.1
CCn1c(SCC(=O)NCc2ccco2)nnc1C(C)C	-1.2	0.5	-1	-0.6	9	4	-0.3	-0.2	0.7	6	-1.7
CN1C(=O)OC(C)(CCc2ccccc2)C1(C)O (stereo unspecified)	-2.0	0.2	-4	-0.3	-3	4	-1.9	-0.6	0.3	4	0.0
COc1cccc2cc(C(=O)NCCC3=CCCCC3)c(=O)oc12	0.2	0.6	0	0.2	-5	5	2.7	-2.9	0.8	3	1.2

From PubChem
